# Arr AP2 block = human beta-arrestin and AP2 interaction inhibition. actives 0.31% (n = 340,000). inhibition, % at 10 µM. FITC-arrestin peptide / GST-AP2 beads, flow cytometry; AP2 beta2 appendage carries R879A mutation;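 active means inhibition above a set limit, near 3 SD of compounds lacking own fluorescence, cut at about 54% in these data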;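 further: plate controls were DMSO wells for no effect and 5 µM unlabelled arrestin peptide for full effect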
#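 test system = AP2 appendage R879A on GSH beads | buffer or medium = PBS plus Tween 20 (0.05%) and BSA (0.1%) | incubation = 12 min plus 1 h, RT | detection = bead flow cytometry, FITC channel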
# C-LANA FP = inhibitors of KSHV LANA C-terminal domain DNA binding. MBP-C-LANA/FAM-LBS DNA binding, fluorescence polarization. inhibition, % at 9 µM. actives 0.078% (n = 340,000). AID 504423;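 active means highest replicate inhibition at or above 60% at 9 µM, even if other replicates fall short; inactive means all replicates below 60% inhibition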;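 further: 0% = neutral control wells and 100% = 4 µM acridine orange control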
# DAGLB inhibitor = diacylglycerol lipase beta (human) inhibition. Q8NCG7. HEK293T DAGLB membrane lysate, EnzChek fluorogenic substrate. inhibition, % at 5.17 µM. actives 0.059% (n = 340,000); in the data active means inhibition above about 34%;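 further: 0% = enzyme with vehicle and 100% = wells lacking enzyme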
# V-ATPase pHluor = alters yeast V-ATPase proton transport; S. cerevisiae, pHLuorin cytosolic pH fluorescence; response, % at 10 µM; actives 0.37% (n = 350,000); AID 504577; in the data active means response mostly above about 7.3%, no sharp cut-off; inactive means mostly below about 5.4%; further: actives read high; inactives centre near 0; some compounds called inactive have numbers as strong as hits
# CAL PDZ FP-1 = blocks peptide binding to human CAL PDZ domain | purified CAL PDZ, TMR-peptide fluorescence polarization, 1 h | actives 0.02% (n = 330,000) | AID 504414 | inhibition, % at 20 µM;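 active means highest replicate inhibition of at least 40%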;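 further: plate controls were DMSO neutral control wells for no effect and unlabeled competitor peptide control wells for full effect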
#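 Read-out basis: mP drop reported as inhibition | Assay system: Tagged CAL PDZ protein CerCALP, purified | Benchmarks: Unlabelled peptide for full inhibition, DMSO wells as neutral | Schedule: 1 h incubation at room temperature before polarization reading | Buffer or medium: Sodium phosphate/NaCl buffer pH 7.4 with TCEP, IgG, Thesit | Doses: Single point, 20 µM | Measured by: Fluorescence polarization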
# Keap1 Nrf2 FP = inhibitors of human Keap1-Nrf2 protein-protein interaction | Q14145 | actives 0.15% (n = 340,000) | inhibition, % at 9.4 µM | Keap1 Kelch-Nrf2 peptide fluorescence polarization, 1536-well; in the data active means inhibition above about 12%;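 further: human Keap1 Kelch domain with fluorescein labeled Nrf2 9mer peptide probe; 0% = neutral control wells and 100% = peptide positive control; higher means more block of Keap1 binding to Nrf2 peptide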
# NSD2 HMT inh = inhibitors of human histone methyltransferase NSD2 | inhibition, % at 12.5 µM | O96028 | NSD2 peptide methylation, AlphaScreen, 120 min | actives 0.54% (n = 310,000) | AID 743445; in the data active means inhibition above about 50%
# DSG3 Ab inh = blocks pemphigus antibody binding to human desmoglein-3; binding (percent of control), % at 10 µM; P32926; DSG3-coupled beads, scFv-anti-DSG3-GFP binding, flow cytometry; stronger effect = lower value; actives 0.48% (n = 310,000);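 active means binding more than 3 SD below its plate's average and above zero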;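 further: hits lower antibody fragment binding to DSG3; some compounds called inactive have numbers as strong as hits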
# Target sequence (P32926 whole entry, looked up, the tested form may be a part): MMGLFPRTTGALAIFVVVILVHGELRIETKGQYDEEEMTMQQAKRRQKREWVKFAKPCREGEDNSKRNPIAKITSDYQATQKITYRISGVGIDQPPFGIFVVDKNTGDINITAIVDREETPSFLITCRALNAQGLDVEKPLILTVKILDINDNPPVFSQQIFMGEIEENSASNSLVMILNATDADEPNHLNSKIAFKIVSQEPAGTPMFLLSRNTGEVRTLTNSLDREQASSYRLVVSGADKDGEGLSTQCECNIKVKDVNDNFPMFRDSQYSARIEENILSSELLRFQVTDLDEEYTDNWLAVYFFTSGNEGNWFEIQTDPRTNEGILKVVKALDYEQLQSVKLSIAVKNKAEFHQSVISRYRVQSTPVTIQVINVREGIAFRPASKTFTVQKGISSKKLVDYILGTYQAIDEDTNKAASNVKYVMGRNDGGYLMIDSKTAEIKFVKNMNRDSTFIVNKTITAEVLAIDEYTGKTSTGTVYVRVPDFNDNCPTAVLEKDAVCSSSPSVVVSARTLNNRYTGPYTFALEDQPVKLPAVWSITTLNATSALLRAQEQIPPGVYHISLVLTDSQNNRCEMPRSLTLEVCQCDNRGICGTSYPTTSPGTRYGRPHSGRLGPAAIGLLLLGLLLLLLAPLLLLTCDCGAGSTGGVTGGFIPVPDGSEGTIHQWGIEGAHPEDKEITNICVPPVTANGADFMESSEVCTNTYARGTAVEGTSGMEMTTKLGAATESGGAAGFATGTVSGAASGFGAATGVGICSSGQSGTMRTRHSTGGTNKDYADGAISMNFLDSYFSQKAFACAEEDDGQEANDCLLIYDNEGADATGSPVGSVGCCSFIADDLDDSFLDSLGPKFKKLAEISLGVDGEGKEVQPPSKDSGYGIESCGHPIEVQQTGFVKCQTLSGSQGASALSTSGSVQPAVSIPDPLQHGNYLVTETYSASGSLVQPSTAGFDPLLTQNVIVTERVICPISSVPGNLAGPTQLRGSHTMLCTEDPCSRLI
# CAL PDZ FP-2 = CAL PDZ (human) peptide binding inhibition. actives 0.92% (n = 300,000). purified CAL PDZ, TMR-peptide fluorescence polarization, 1 h. Q9HD26. inhibition, % at 24.9 µM. AID 602252;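 active means mean inhibition of at least 30% with at least half of replicates also reaching 30%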;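 further: 0% = DMSO neutral control and 100% = excess unlabeled competitor peptide PRC23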
# RTF Ca sens inh = cardiac RTF calcium desensitization; IANBD-labeled cardiac RTF, Ca2+ fluorescence; inhibition, % at 7.15 µM; AID 493244; P19429+P45379; actives 0.12% (n = 340,000);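 active means inhibition above the mean inhibition of all tested compounds plus 3 SD, cut at about 17% in these data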;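 further: assay run at fixed EC70 calcium of 1.6 mM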
# Numbers without * were called inactive; . = not tested or not shown.
SMILES,Arr AP2 block,C-LANA FP,DAGLB inhibitor,V-ATPase pHluor,CAL PDZ FP-1,Keap1 Nrf2 FP,NSD2 HMT inh,DSG3 Ab inh,CAL PDZ FP-2,RTF Ca sens inh
CSC1=NC2(CC(c3ccccc3)Oc3cc(O)ccc32)CC(C)(C)N1 (stereo not given),-10,0.9,-5,3,-5.6,-6,2,.,-3,-8
O=C(Cn1nnc(-c2ccccc2)n1)N1CCN(c2ccc(F)cc2)CC1,12,-0.1,0,-1,0.7,0,-2,112,3,-1
Cc1cc(NC(=O)c2cc(-c3cccs3)nc3ccccc23)no1,6,-1.8,-5,1,-1.9,-3,.,98,.,-1
CCCn1cc(SCC(=O)Nc2ccc3c(c2)OCO3)c2ccccc21,2,0.7,-6,-3,0.1,-6,.,100,2,-6
COc1ccccc1/C=C/C(=O)OCC(=O)N1c2ccccc2CC1C (stereo not given),20,1.7,-11,1,-1.7,0,-1,98,23,5
C/C(N)=C(/C#N)C(=O)CSc1nnc(Nc2ccccc2C)s1,-3,2.0,0,1,0.8,-4,6,108,-4,-5
c1ccc(Cn2cc(CN3CCCO3)c(-c3ccc4c(c3)OCO4)n2)cc1,-5,-0.1,0,-2,-0.8,-7,1,91,-4,-3
O=C(c1ccc(COc2c(F)c(F)cc(F)c2F)o1)N1CCN(c2ccc(Cl)cc2)CC1,-6,1.7,-15,2,-0.1,0,0,93,1,-9
COC(=O)C(C(=O)OC)c1ccccc1[N+](=O)[O-],2,-1.7,-3,-3,-2.9,-3,0,102,1,3
Cc1ccc(OCc2cc(C(=O)N3CCCC(C)C3)no2)cn1 (stereo not given),.,.,0,-2,.,.,21,106,.,.
CCc1nc2ccc(C(=O)Nc3ccc4c(c3)OCO4)cc2nc1CC,7,2.8,1,-2,0.3,-5,1,104,5,-4
CCc1c(C(=O)NNC(=S)NCCc2ccccc2)csc1C,11,-0.7,0,-1,0.1,4,-4,104,0,-2
CCOC(=O)c1[nH]cnc1C(=O)O,5,-1.8,2,1,0.7,1,0,114,.,1
O=C(O)C1CCCC[C@H]1C(=O)Nc1ncc([N+](=O)[O-])s1 (stereo not given in full),12,-0.2,-2,-2,-0.2,-6,.,105,-1,15
Cc1cc(C(=O)OC(C)C(=O)Nc2nc(-c3ccccc3)cs2)c(C)o1 (stereo not given),4,-2.2,-8,-2,-0.6,-7,.,107,2,-5
CCCN(CC(=O)Nc1ccccc1C)C(=O)/C=C/c1cccs1,-7,-0.4,-1,4,-0.3,-2,18,110,-1,-12
Cc1ccc(OCc2ccc([N+](=O)[O-])cc2)c([N+](=O)[O-])n1,8,2.0,-1,-5,-1.2,2,-4,102,.,-8
O=C1CCCc2sc3c(c2N1)CCCCC3,2,-1.1,2,1,-0.9,1,-3,102,-2,0
COc1ccc(CCNC(=O)c2ccc(OCc3c(C)noc3C)c(OC)c2)cc1,9,0.7,0,-3,-0.9,-1,-1,126,-2,-1
COc1ccc(C2C(C#N)=C(/N=C/N3CCN(C)CC3)OC3=C2C(=O)CC(C)(C)C3)cc1OC (stereo not given),-1,1.9,4,3,-0.3,1,-3,100,-1,1
CCCCC(=O)NC(=S)Nc1cc(C(=O)O)ccc1OC,-7,2.6,1,-2,-0.3,2,-1,104,-2,4
O=C(CCCN1C(=O)c2ccccc2C1=O)Oc1ccc(F)cc1,0,1.9,-6,0,-2.8,-4,-3,103,-1,-4
COc1ccc(S(=O)(=O)N2CCCCCC2)cc1C(=O)N1CCN(c2ccccc2C)CC1,-4,-5.2,-4,1,-0.4,-4,1,.,1,-6
O=S(=O)(NCC(c1ccco1)N1CCN(c2ccccc2F)CC1)c1ccc(F)cc1 (stereo not given),4,-1.6,-16,4,-0.3,4,-2,94,-1,-6
COc1ccc(/C=N/NC(=O)CCOc2ccccc2C)cc1OC,-3,-1.2,3,1,-1.0,-2,-1,.,-7,-10
# Next part:
SMILES,Arr AP2 block,C-LANA FP,DAGLB inhibitor,V-ATPase pHluor,CAL PDZ FP-1,Keap1 Nrf2 FP,NSD2 HMT inh,DSG3 Ab inh,CAL PDZ FP-2,RTF Ca sens inh
Cc1ccc(C)c2c1cc(C)c1nnc(SCC(=O)NCc3ccc4c(c3)OCO4)n12,.,-1.5,1,1,-3.8,3,2,99,-2,5
COc1ccc(Br)cc1C(=O)Nc1ccc(C(=O)O)cc1,16,-1.7,4,0,-1.5,-1,8,104,.,0
N/C(=N\NS(=O)(=O)c1cc(C(F)(F)F)cc(C(F)(F)F)c1)c1ccccn1,-5,-2.4,0,-2,-0.8,1,-5,110,-5,-4
O=C(OCC1OC(n2ccc(=O)[nH]c2=O)C2OC12)c1ccccc1 (stereo not given),-10,-1.2,-2,-1,-0.7,-1,-4,92,-3,-1
CCOC(=O)CSc1ccc(C(=O)N2CCN(C)CC2)cc1[N+](=O)[O-],10,-0.6,2,-3,0.8,0,3,95,-2,-25
CC(C)(CC(=O)OCC(=O)Nc1ccccc1F)CC1=NS(=O)(=O)c2ccccc2N1,20,0.0,-1,0,-1.0,-2,5,.,-3,-2
O=C(CCCc1ccccc1)NC1CC1,3,1.3,0,-1,-2.5,0,1,94,-1,-13
O=C(NCCO)c1c(O)c2cccc3c2n(c1=O)CC3,5,-1.9,3,5,-6.5,-8,-1,110,-3,-13
O=C(Nc1ccc(O)cc1)/C(=C\C=C\c1ccccc1)NC(=O)c1ccccc1,37,-1.3,-2,1,-3.1,-3,.,76,3,1
CC(C)NC(=O)c1cnc(N2CCN(c3ccccn3)CC2)c2ccccc12,-2,-0.3,5,-6,-2.0,6,0,102,3,5
Cc1csc(N/N=C/c2ccccc2F)n1,1,0.3,1,-5,9.4,-2,4,109,5,1
COC(=O)c1ccc(/C=N/OCC(=O)NC2CCCCCCC2)cc1,14,-0.6,-2,-1,-1.5,4,-4,99,.,-7
CC(=O)O[C@]1(C(C)=O)CCC2C3CCC4=C/C(=N/OCC(=O)O)CC[C@]4(C)C3CC[C@@]21C (stereo not given in full),5,-0.2,2,5,-1.6,-5,20,103,-1,-2
COc1ccc(CC2SC(=Nc3ccc(F)cc3)NC2=O)cc1 (stereo not given),-2,0.3,0,2,-1.3,1,-3,97,1,-5
CCOC(=O)c1ccc(S(=O)(=O)NCC(c2ccc(N(C)C)cc2)c2c[nH]c3ccccc23)cc1 (stereo not given),31,1.3,0,-6,-0.6,-4,36,98,-1,9
C[C@@H](CC#N)CN1CC[C@H](C(C)(C)C)CCC1=O,24,0.0,-2,0,0.6,0,.,102,-2,-1
CCOc1ccc(CCNC(=O)CCC(=O)N2CCOc3ccc(C)cc32)cc1OCC,-2,1.6,-1,-1,-0.3,3,.,101,.,3
O=C(NCc1ccco1)c1ccc(S(=O)(=O)N2CCCCCC2)cc1,-7,-0.7,-4,-3,-1.3,-3,8,.,-4,-6
COc1ccc(N2CCN(C(=S)NCCc3ccccc3)CC2)cc1,7,1.4,1,0,-2.2,-3,9,80,2,0
Cc1cc(C)c(C#N)c(SCC(=O)Nc2nonc2N)n1,-7,1.5,2,-1,-2.6,-7,-1,.,-5,-20
COc1ccc(-n2c3c(cc(C(=O)N4CCC(C)CC4)c2=O)C(=O)CC(C)(C)C3)cc1,3,-0.8,0,-3,-0.7,-4,.,108,.,-4
CCn1c(SCC(N)=O)nc2c1c(=O)n(C)c(=O)n2C,14,-1.2,-1,2,-0.1,-3,-3,99,-2,0
COC(=O)C1(CCSC)NC(c2ccccc2OC)C2C(=O)N(C)C(=O)C21 (stereo not given),4,0.2,-1,-4,0.1,-2,-3,87,-2,-19
O=C(CN1CCN(CC(=O)Nc2ccc(-c3ccccc3)cc2)CC1)Nc1ccc(F)cc1,2,-0.3,0,5,-0.6,1,1,.,7,-6
CCCCCCCC(=O)N/N=C(\C)c1ccc(O)cc1O,9,-1.6,0,-1,-2.3,3,-1,.,-2,-6
# Further results.
SMILES,Arr AP2 block,C-LANA FP,DAGLB inhibitor,V-ATPase pHluor,CAL PDZ FP-1,Keap1 Nrf2 FP,NSD2 HMT inh,DSG3 Ab inh,CAL PDZ FP-2,RTF Ca sens inh
Cc1ccn2cc(CCNC(=O)c3ccc(Br)o3)nc2c1,8,0.7,-1,-2,-0.6,1,.,98,.,-1
O=C(NCCN1CCN(c2cccc(Cl)c2)CC1)C1CCCN(S(=O)(=O)c2cnc[nH]2)C1 (stereo not given),-1,0.9,1,1,-0.9,2,.,107,.,0
Cc1ccc2c(CC(=O)NC3CCCc4ccccc43)coc2c1 (stereo not given),-8,-0.7,1,3,0.2,-4,-1,115,-2,5
COc1ccccc1CN1C[C@@H]2C[C@@H](c3[nH]c4c(C)cccc4c3C)N3CCC[C@@]23C1=O,-2,1.4,2,1,-3.8,-4,0,93,-2,-5
COc1cccc(NC(=O)CSc2nnc(NC(=O)c3ccco3)s2)c1,34,7.7,-1,5,-0.5,1,0,104,6,-10
COc1cccc(C(=O)O)c1OS(=O)(=O)c1ccc(C)cc1,.,.,1,3,.,.,-1,103,.,.
O=C(CSCC(=O)N1CCN(c2ccccc2)CC1)Nc1nc(-c2ccc(Cl)s2)cs1,9,-1.3,2,-2,1.0,-1,.,100,.,-6
CC(C)OC(=O)CSc1nnc2n1C(C)(C)Cc1ccccc1-2,25,0.1,-3,-2,0.9,-1,1,99,.,-5

# Entries shown so far with fluorine:
SMILES,Arr AP2 block,C-LANA FP,DAGLB inhibitor,V-ATPase pHluor,CAL PDZ FP-1,Keap1 Nrf2 FP,NSD2 HMT inh,DSG3 Ab inh,CAL PDZ FP-2,RTF Ca sens inh
O=C(Cn1nnc(-c2ccccc2)n1)N1CCN(c2ccc(F)cc2)CC1,12,-0.1,0,-1,0.7,0,-2,112,3,-1
O=C(c1ccc(COc2c(F)c(F)cc(F)c2F)o1)N1CCN(c2ccc(Cl)cc2)CC1,-6,1.7,-15,2,-0.1,0,0,93,1,-9
O=C(CCCN1C(=O)c2ccccc2C1=O)Oc1ccc(F)cc1,0,1.9,-6,0,-2.8,-4,-3,103,-1,-4
O=S(=O)(NCC(c1ccco1)N1CCN(c2ccccc2F)CC1)c1ccc(F)cc1 (stereo not given),4,-1.6,-16,4,-0.3,4,-2,94,-1,-6
N/C(=N\NS(=O)(=O)c1cc(C(F)(F)F)cc(C(F)(F)F)c1)c1ccccn1,-5,-2.4,0,-2,-0.8,1,-5,110,-5,-4
CC(C)(CC(=O)OCC(=O)Nc1ccccc1F)CC1=NS(=O)(=O)c2ccccc2N1,20,0.0,-1,0,-1.0,-2,5,.,-3,-2
Cc1csc(N/N=C/c2ccccc2F)n1,1,0.3,1,-5,9.4,-2,4,109,5,1
COc1ccc(CC2SC(=Nc3ccc(F)cc3)NC2=O)cc1 (stereo not given),-2,0.3,0,2,-1.3,1,-3,97,1,-5
O=C(CN1CCN(CC(=O)Nc2ccc(-c3ccccc3)cc2)CC1)Nc1ccc(F)cc1,2,-0.3,0,5,-0.6,1,1,.,7,-6

# This is a subset; the hit share may differ from the screen's.
